# From PubChem
# human PMI inhibitors: MPI inhibition at elevated mannose 6-phosphate – biochemical, fluorescence intensity, high mannose 6-phosphate, primary screen (AID 1220); 0.66% of 190,000 active; inhibition, % at 20 µM; hits with a dose series show IC50 in µM; recombinant PMI enzyme, coupled fluorescence intensity; higher % means a stronger effect
# P. falciparum M1AAP: P. falciparum M1AAP inhibitors, biochemical, fluorogenic H-Leu-NHMec substrate, 1536-well (AID 1445); 0.42% of 220,000 active; recombinant M1AAP, H-Leu-NHMec fluorogenic kinetic assay; higher % means a stronger effect; inhibition, % at 30 µM; hits with a dose series show IC50 in µM;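 active = primary inhibition above the hit cutoff, then over 50% inhibition at one or more dose response concentrations, cut at about 23% in these data, passing the limit was not always enough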;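 note: plate controls were DMSO full reaction for no effect and no enzyme background for full effect; strong numbers were not always called active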
# Hep lipid drop: modulators of hepatic lipid droplet formation; AML12 mouse hepatocytes, oleate lipid droplets, BODIPY imaging; inhibition, % at 6.5 µM; 0.4% of 240,000 active; AID 1656;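 active = lipid droplet intensity inhibited by at least 50%, with more than 500 cells counted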
#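 Assay system: AML12 mouse liver cells | Compound: 6.5 µM single-point dosing | Schedule: Overnight exposure | Technique: Fluorescence imaging, 20x objective, two fields per well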
# K1F lysis inhibition: inhibition of K1F phage lysis, E. coli UTI89, bacterial capsule biogenesis inhibitors, alamar blue (AID 488966) | inhibition, % at 100 µM; hits with a dose series show IC50 in µM | 0.02% of 340,000 active | E. coli UTI89 K1F phage lysis, alamar blue, 2 h; higher % means a stronger effect;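 active = phage lysis inhibition, versus mean bacterial control, above a set limit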;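 note: capsule biogenesis inhibitors block K1F phage lysis so surviving cells raise fluorescence; higher fluorescence means more inhibition of phage lysis; actives were called in the ten point dose series up to 300 µM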
# Siah-1 displacement: Siah-1 peptide-binding antagonists, primary screen, biochemical, fluorescence polarization, rhodamine-plectin, uHTS (AID 1817). Siah-1 / rhodamine-plectin peptide fluorescence polarization; higher % means a stronger effect. one-dose displacement, % at 20 µM; IC50 in µM for titrated hits. 0.02% of 290,000 active;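 active = displacement of at least 50% at 20 µM, with a fluorescence ratio check between 0.3 and a set limit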;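 note: plate controls were Siah plus tracer with DMSO for no effect and tracer alone without Siah for full effect; strong numbers were not always called active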
# human PMI inhibition: MPI enzyme activity inhibition – biochemical, fluorescence intensity, coupled assay, primary screen (AID 1209); purified PMI enzyme, coupled fluorescence intensity; higher % means a stronger effect; inhibition, % at 20 µM; hits with a dose series show IC50 in µM; 0.42% of 190,000 active;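 note: plate controls were DMSO vehicle for no effect and wells lacking substrate for full effect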
# XIAP displacement: small molecules displacing peptide from XIAP – biochemical, IAP family, fluorescence polarization (AID 1018). XIAP BIR domain, fluorescence polarization peptide displacement; higher % means a stronger effect. displacement, % at 20 µM, or IC50 in µM where a hit was titrated. 0.007% of 200,000 active; in the data active = displacement above about 50%; note: a part of the inactive calls stands beside numbers as strong as those of hits
# TNAP activators: stimulation of alkaline phosphatase TNAP activity – biochemical, luminescent, no phosphate acceptor, uHTS, primary screen (AID 1001); 0.03% of 200,000 active; activation fold at 20 µM, or EC50 in µM where a hit was titrated; purified TNAP, luminescent activation assay, no phosphate acceptor; higher activation fold means a stronger effect; in the data active = activation fold from about 3, or a potency from the dose series; inactive = the rest, 99 in 100 with activation fold below about 1.6; note: many of its hits are not listed in these tables
# P. falciparum M17LAP: P. falciparum M17LAP inhibitors, primary screen, biochemical, fluorogenic H-Leu-NHMec substrate, 1536-well (AID 1619); inhibition, % at 30 µM; hits with a dose series show IC50 in µM; 0.38% of 220,000 active; recombinant M17LAP, H-Leu-NHMec fluorogenic kinetic assay; higher % means a stronger effect;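 active = compound inhibiting the enzyme by more than half at any dose during confirmatory dose-response retesting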;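 note: plate controls were full reaction with DMSO carrier for no effect and no enzyme background for full effect; strong numbers were not always called active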
# Hep lipid drop cells 6.5 µM: further read-out of Hep lipid drop, marked with its call; cell count; measured here: cell count, cytotoxicity flag;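 cells counted across two imaged fields per well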
# Numbers without * were called inactive; . = not tested or not shown; [ ] = dose if it differs, or a comment. Cut-off read from the data, not from the text of the source, unless noted: active = inhibition above about 50%; inactive = the rest.
SMILES,human PMI inhibitors,P. falciparum M1AAP,Hep lipid drop,Hep lipid drop cells 6.5 µM,K1F lysis inhibition,Siah-1 displacement,human PMI inhibition,XIAP displacement,TNAP activators,P. falciparum M17LAP
CN(C)S(=O)(=O)c1cccc(NC(=O)c2ccc(OC(F)(F)F)cc2)c1,12%,5%,-16,594,1.7%[50 µM],1%,9%,-1.9%,1.2,5%
CCC(CC)C(=O)Nc1cccc(C(=O)NC(C)(C)C)c1,1%,-2%,-4,596,-0.9%,8%,1%,0.3%,1.2,-4%
CC(=O)c1ccc(N2CCCCC2)c(F)c1,1%,6%,3,678,-2.1%,-2%,2%,-2.3%,1.1,1%
CCN(CC)S(=O)(=O)c1ccc(Cl)c(NC(=O)c2cc(Cl)ccc2Cl)c1,14%,-8%,-12,513,0.3%,2%,8%,-3.4%,1.1,-10%
O=C(NCc1ccccc1)/C(=C/c1ccc(OC(F)F)cc1)c1ccccc1,11%,4%,-6,595,3.0%,-1%,16%,0.0%,1.1,5%
CS(=O)(=O)N1CCCC(C(=O)NCCCN2CCOCC2)C1 (stereo not given),-7%,-6%,.,.,0.6%[50 µM],3%,-8%,-4.1%,1.1,5%
CN(CC(=O)Nc1ccccc1[N+](=O)[O-])Cc1ccc(Br)cc1,11%,1%,-2,745,-0.3%,-1%,12%,-4.0%,1.1,6%
C/C(=N\NC(=O)c1ccoc1C)c1ccccc1,.,5%,1,730,.,0%,.,.,.,10%
COc1ccc(Cc2nc(-c3ccc(-n4cccc4)cc3)no2)cc1,0%,10%,-18,463,5.9%,1%,9%,-0.9%,1,11%
CC(C)CCN1CCN(Cc2cccc3nonc23)CC1CCO (stereo not given),-9%,2%,-3,746,-0.1%,0%,-8%,2.9%,1.1,18%
CCOc1ccc(C(=O)NCC(=O)OCc2c(F)cccc2Cl)cc1OCC,3%,-2%,-18,723,-0.2%[50 µM],8%,9%,-3.5%,1.3,-2%
CCOC(=O)CC(=O)CSc1nc2ccccc2c(=O)n1-c1ccc(C(=O)NCCOC)cc1,-2%,8%,.,.,-1.9%,4%,-1%,-4.2%,1.2,6%
COC(=O)CNC(=O)COC(=O)C(Cc1ccccc1)NC(=O)c1ccco1 (stereo not given),-5%,-1%,.,.,-1.8%,1%,-13%,-0.7%,1.1,-3%
O=C(c1ccco1)N1CCN(S(=O)(=O)N2CCOCC2)CC1,0%,-2%,.,.,4.9%,4%,-1%,-3.4%,1.1,-1%
CC(=O)N1CCC2(CC1)C(C#N)=C(N)Oc1c2sc2nc(C)cc(C)c12,-11%,12%,.,.,0.2%,-4%,-18%,-2.8%,1,9%
CCn1cc(C(=O)NCc2ccccn2)c(=O)c2cc(S(=O)(=O)N3CCCCC3)ccc21,-1%,6%,19,774,.,-6%,4%,32%,1,5%
O=C1/C(=C/c2cccnc2)SC(=S)N1c1ccccc1,20%,5%,-1,564,0.2%,1%,16%,-7.7%,0.9,9%
Cc1[nH]n(-c2nc(-c3ccccc3)cc(=O)[nH]2)c(=O)c1CCO,23%,8%,2,688,-1.7%,0%,0%,-7.9%,2.1,8%
CCCCSC(=O)Nc1ccccc1,-2%,-10%,.,.,1.0%,31%,5%,-2.6%,0.5,4%
O=C(NCCc1ccccc1)C(c1cccs1)N(C(=O)CCl)c1ccc(Cl)cc1 (stereo not given),-13%,2%,43,677,-1.4%[50 µM],0%,-5%,-0.3%,1.2,-21%
C=CCNC(=S)Nc1ccc2cn[nH]c2c1,.,14%,24,672,0.4%,6%,.,.,.,3%
CCN1CCN(Cc2ccc(NC(=O)c3ccc(C)c(NC(=O)C[C@@H]4NC(=O)[C@H](Cc5ccccc5)NC4=O)c3)cc2C(F)(F)F)CC1,.,8%,-34,733,2.4%,1%,.,.,.,7%
CCCOc1ccc(Oc2nc(-c3ccncc3)nc3ccccc23)cc1,.,4%,1,717,-2.1%,-1%,.,.,.,2%
COc1ccc(CN2CCNC(=O)C2CC(=O)NCCSc2nccn2C)c(OC)c1 (stereo not given),10%,.,3,708,0.3%,0%,5%,-5.8%,1.1,.
Cc1ccc(C(=O)NNC(=O)CCN2C(=O)C3CCCCC3C2=O)cc1 (stereo not given),-5%,8%,-8,572,1.6%[50 µM],6%,10%,-2.8%,1.3,17%
# (listing goes on)
SMILES,human PMI inhibitors,P. falciparum M1AAP,Hep lipid drop,Hep lipid drop cells 6.5 µM,K1F lysis inhibition,Siah-1 displacement,human PMI inhibition,XIAP displacement,TNAP activators,P. falciparum M17LAP
CCC(c1nnnn1Cc1ccco1)N(CCc1ccccc1)Cc1cc2ccc(OC)cc2[nH]c1=O (stereo not given),19%,18%,.,.,-1.2%,1%,-8%,-12%,1.1,32%
Cc1ccc(S(=O)(=O)N(C)C(=O)NC(=O)NS(=O)(=O)c2ccccc2)cc1,-6%,1%,5,715,0.1%,-3%,-12%,-11%,1.1,-1%
CCCCN(CCCC)C(=O)C1(P(=O)(c2ccccc2)c2ccccc2)CCC1,.,9%,-22,736,-0.2%,-2%,.,.,.,17%
CC1(C)CC(=O)C(C=NCCCN2CCOCC2)=C(O)C1,11%,13%,.,.,-0.9%,3%,4%,-6.6%,1.1,5%
CCN1CCN(C(c2cc3cc4c(cc3[nH]c2=O)OCO4)c2nnnn2C(C)(C)CC)CC1 (stereo not given),-4%,13%,.,.,2.3%,1%,-4%,-6.1%,1.1,-34%
c1ccc(-n2ncc3c2ncn2c(C4CCCCC4)nnc32)cc1,-27%,-4%,.,.,.,-1%,-23%,-7.1%,0.7,-5%
O=C(/C=C/c1ccccc1)N1CCN(CC(O)COc2ccccc2)CC1 (stereo not given),-1%,3%,1,688,0.1%,0%,7%,0.3%,0.9,10%
COc1cccc(/C=c2/s/c(=C(\C#N)C(=O)N3CCOCC3)n(-c3ccccc3)c2=O)c1,17%,0%,.,.,0.5%,-4%,20%,-6.0%,1,0%
COc1cc(C(=O)NCC(=O)N/N=C(C)\C=C\c2ccccc2)cc(OC)c1OC,8%,1%,12,750,-0.5%,-2%,9%,-0.7%,1.1,8%
COc1cc(C(=O)NC2=NCCS2)cc(OC)c1OC,10%,-3%,-7,767,-1.3%,6%,10%,0.1%,1.1,8%
Cn1c(NC(=O)c2cccs2)cc(=O)n(C)c1=O,-9%,1%,.,.,0.2%,0%,-9%,-3.3%,1.1,2%
CCCC(C)C(=O)OCC(=O)NCc1ccc(OC)c(OC)c1 (stereo not given),-6%,7%,3,700,0.4%,2%,-10%,-10%,1.1,8%
O=C(Nc1ccccc1)OCCNC(=O)c1ccccc1,0%,2%,.,.,0.8%,-5%,2%,-8.2%,1,3%
COc1ccc(CC(C#N)(CO)c2nc3ccccc3[nH]2)cc1 (stereo not given),13%,7%,2,621,1.7%,-4%,7%,-8.3%,1.1,6%
COc1ccc(C2C(C(=O)NC(C)C)c3ccccc3C(=O)N2C)cc1OC (stereo not given),-5%,-1%,.,.,2.2%,2%,-2%,-16%,1.1,-7%
COc1ccc(CNC(=O)Cn2cncn2)cc1OC,5%,-9%,.,.,1.9%,4%,6%,-7.0%,1,6%
Cn1cnnc1SCC(=O)N1CCC(Cc2ccccc2)CC1,-6%,6%,.,.,0.2%,1%,-7%,-3.7%,1.2,2%
O=S(=O)(Nc1cccc2cn[nH]c12)c1ccc(F)cc1,2%,18%,-3,788,3.9%,0%,8%,-6.8%,0.9,6%
Cc1ccccc1-c1nc(CS(=O)(=O)CC(=O)NCCCN2CCCC2)c(C)o1,7%,5%,.,.,1.8%,1%,7%,-2.0%,1.1,3%
Cn1c(=O)c2c(nc(SCC(=O)O)n2Cc2cccc(C(F)(F)F)c2)n(C)c1=O,-9%,-2%,-6,730,-0.3%,2%,10%,-3.9%,1.1,-10%
COc1cccc(NC(=O)Cn2c(=O)n(-c3ccccc3)c(=O)c3sccc32)c1,9%,0%,-22,758,0.2%,14%,7%,-1.7%,1.2,-4%
COc1cccc(C2/C(=C(\O)c3ccc4c(c3)OCCO4)C(=O)C(=O)N2CCN(C)C)c1 (stereo not given),-18%,-2%,.,.,2.3%,2%,-8%,-2.7%,0.9,5%

# Exported as tab-separated lines: part of the list above
SMILES	human PMI inhibitors	P. falciparum M1AAP	Hep lipid drop	Hep lipid drop cells 6.5 µM	K1F lysis inhibition	Siah-1 displacement	human PMI inhibition	XIAP displacement	TNAP activators	P. falciparum M17LAP
COc1cccc(/C=c2/s/c(=C(\C#N)C(=O)N3CCOCC3)n(-c3ccccc3)c2=O)c1	17%	0%	.	.	0.5%	-4%	20%	-6.0%	1	0%
COc1cc(C(=O)NCC(=O)N/N=C(C)\C=C\c2ccccc2)cc(OC)c1OC	8%	1%	12	750	-0.5%	-2%	9%	-0.7%	1.1	8%
COc1cc(C(=O)NC2=NCCS2)cc(OC)c1OC	10%	-3%	-7	767	-1.3%	6%	10%	0.1%	1.1	8%
Cn1c(NC(=O)c2cccs2)cc(=O)n(C)c1=O	-9%	1%	.	.	0.2%	0%	-9%	-3.3%	1.1	2%
CCCC(C)C(=O)OCC(=O)NCc1ccc(OC)c(OC)c1 (stereo not given)	-6%	7%	3	700	0.4%	2%	-10%	-10%	1.1	8%
O=C(Nc1ccccc1)OCCNC(=O)c1ccccc1	0%	2%	.	.	0.8%	-5%	2%	-8.2%	1	3%
COc1ccc(CC(C#N)(CO)c2nc3ccccc3[nH]2)cc1 (stereo not given)	13%	7%	2	621	1.7%	-4%	7%	-8.3%	1.1	6%
COc1ccc(C2C(C(=O)NC(C)C)c3ccccc3C(=O)N2C)cc1OC (stereo not given)	-5%	-1%	.	.	2.2%	2%	-2%	-16%	1.1	-7%
COc1ccc(CNC(=O)Cn2cncn2)cc1OC	5%	-9%	.	.	1.9%	4%	6%	-7.0%	1	6%
Cn1cnnc1SCC(=O)N1CCC(Cc2ccccc2)CC1	-6%	6%	.	.	0.2%	1%	-7%	-3.7%	1.2	2%
O=S(=O)(Nc1cccc2cn[nH]c12)c1ccc(F)cc1	2%	18%	-3	788	3.9%	0%	8%	-6.8%	0.9	6%
Cc1ccccc1-c1nc(CS(=O)(=O)CC(=O)NCCCN2CCCC2)c(C)o1	7%	5%	.	.	1.8%	1%	7%	-2.0%	1.1	3%
Cn1c(=O)c2c(nc(SCC(=O)O)n2Cc2cccc(C(F)(F)F)c2)n(C)c1=O	-9%	-2%	-6	730	-0.3%	2%	10%	-3.9%	1.1	-10%
COc1cccc(NC(=O)Cn2c(=O)n(-c3ccccc3)c(=O)c3sccc32)c1	9%	0%	-22	758	0.2%	14%	7%	-1.7%	1.2	-4%
COc1cccc(C2/C(=C(\O)c3ccc4c(c3)OCCO4)C(=O)C(=O)N2CCN(C)C)c1 (stereo not given)	-18%	-2%	.	.	2.3%	2%	-8%	-2.7%	0.9	5%
